3T3 cytotox: Cytotoxic Profiling in NIH 3T3 Cell Line of Diverse Libraries Using Quantitative High-Throughput Screening | NIH 3T3 viability, CellTiter-Glo ATP luminescence, 48-72 h | Potency, µM (titrated, usually from 96.7 µM), for the others: at the top dose activity change, negative = cytotoxicity, actives largely listed as inhibitors | hit rate 4.3% among 94,000; note: potency is the fitted concentration of half-maximal effect; nearly all actives have a fitted effect of over 55% in size
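ATP-dependent luminescence (CellTiter-Glo) served as the viability signal for NIH 3T3 cells treated with compound for 48 or 72 hr at 37 °C.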
HEK cytotox: Cytotoxic Profiling in HEK 293 Cell Line of Diverse Libraries Using Quantitative High-Throughput Screening; HEK 293 viability, ATP luminescence (CellTiter-Glo), 48-72 h; Potency, µM (top dose mostly 115 µM), inactives show at the highest dose activity change, negative = cytotoxicity, actives largely listed as inhibitors; hit rate 6.6% among 94,000; AID 1345083, 2018; note: potency is the fitted concentration of half-maximal effect; nearly all actives have a fitted effect of over 60% in size
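Viability of HEK 293 cells, plated at 250 cells/well, was judged by cellular ATP after compound treatment for 48 or 72 hr. Luminescence was imaged 10 min after CellTiter-Glo addition at room temperature.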
GPT2 inhibitor: Primary qHTS assay for inhibitors of Glutamate pyruvate transaminase 2 (GPT2); Recombinant GPT2, coupled pyruvate oxidase/HRP Amplex Red fluorescence; Potency, µM (highest dose often 57.7 µM), for the others: top-dose activity change, negative = inhibition, most hits filed as inhibitors; AID 1671188, 2021; hit rate 0.25% among 100,000; Alanine aminotransferase 2 (Homo sapiens), Q8TD30; note: potency is the fitted concentration of half-maximal effect; nearly all actives have a fitted effect of over 60% in size; many of its hits are not listed in these tables
Target sequence (Q8TD30 whole entry, looked up): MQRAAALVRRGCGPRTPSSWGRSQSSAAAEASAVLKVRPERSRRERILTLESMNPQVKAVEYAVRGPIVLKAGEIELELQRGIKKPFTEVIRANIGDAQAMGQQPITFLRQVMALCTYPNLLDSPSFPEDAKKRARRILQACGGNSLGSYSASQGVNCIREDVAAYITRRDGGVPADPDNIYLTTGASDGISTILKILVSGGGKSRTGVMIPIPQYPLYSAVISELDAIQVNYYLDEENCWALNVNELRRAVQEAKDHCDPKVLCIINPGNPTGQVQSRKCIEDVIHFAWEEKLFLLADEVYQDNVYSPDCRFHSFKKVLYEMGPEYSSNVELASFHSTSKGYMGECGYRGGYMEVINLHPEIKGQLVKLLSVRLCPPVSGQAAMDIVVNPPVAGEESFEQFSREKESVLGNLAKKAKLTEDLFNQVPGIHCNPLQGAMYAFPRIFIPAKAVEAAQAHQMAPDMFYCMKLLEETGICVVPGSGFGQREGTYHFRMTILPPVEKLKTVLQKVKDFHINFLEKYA
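GPT2 10ng/uL, a-KG 250uM, L-Ala 2mM, HEPES pH7.5 + 0.0001% Tween; 30 min RT. Then Amplex mix (PO/HRP/ThPP), 30 min RT dark, fluorescence. AOA 50uM used as positive control.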
IP6K1 inh: Primary qHTS assay for small molecule inhibitors of Inositol hexaphosphate kinase 1 (IP6K1). IP6K1 kinase, ADP-Glo luminescence, 2 h; hits give low values. activity change, % (series mostly up to about 58 µM). hit rate 0.81% among 140,000. AID 1645851, 2021; in the data active = activity change below about -25%
Target sequence (Q92551 whole entry, looked up): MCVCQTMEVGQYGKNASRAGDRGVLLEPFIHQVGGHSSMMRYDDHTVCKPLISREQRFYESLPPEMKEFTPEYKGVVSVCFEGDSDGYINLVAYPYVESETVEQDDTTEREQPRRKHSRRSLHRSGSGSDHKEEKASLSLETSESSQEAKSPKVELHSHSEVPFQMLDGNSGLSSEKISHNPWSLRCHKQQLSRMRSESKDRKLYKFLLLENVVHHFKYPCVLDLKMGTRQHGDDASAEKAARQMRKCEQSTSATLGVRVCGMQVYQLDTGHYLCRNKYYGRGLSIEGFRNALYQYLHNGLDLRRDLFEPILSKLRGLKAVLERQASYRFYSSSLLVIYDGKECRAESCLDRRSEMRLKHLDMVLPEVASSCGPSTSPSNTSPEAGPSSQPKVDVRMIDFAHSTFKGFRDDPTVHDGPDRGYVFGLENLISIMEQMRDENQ
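ADP-Glo luminescence measures ADP made by human IP6K1 during a 2 h RT reaction with ATP/IP6 (mix at 1.3 mM/130 uM); top library doses 57.5 and 19.1 uM final.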
SNCA expr inh: Primary qHTS assay for inhibitors of alpha-synuclein gene (SNCA) expression; HEK-293 SNCA-luciferase knock-in, luminescence, 24 h; Potency, µM (series often up to 57.2 µM), without a hit: at the top dose activity change, negative = inhibition, hits mostly inhibitors; hit rate 0.17% among 140,000;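 note: potency is the fitted concentration of half-maximal effect; plate controls were DMSO cells for no effect and cell-free wells for full effect; nearly all actives have a fitted effect of over 45% in size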
FLuc inh: Firefly luciferase inhibition profiling of diverse chemical library using quantitative high-throughput screening | hit rate 2.5% among 76,000 | Potency, µM (titrated, usually from 115 µM), for inactives: at the top dose activity change, negative = inhibition, hits mostly inhibitors | purified P. pyralis luciferase, luminescence, biochemical; note: potency is the fitted concentration of half-maximal effect; nearly all actives have a fitted effect of over 65% in size
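Cell-free enzyme assay, 10nM P. pyralis luciferase, luciferin and ATP each at 10uM. Inhibition profiled over a 6-point titration, read as luminescence.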
HEK293 viab: GF-AFC viability counterscreen for inhibitors of alpha-synuclein gene (SNCA) expression. Potency, µM (highest dose often 57.1 µM), inactives show at the top dose activity change, negative = cytotoxicity, most hits filed as cytotoxic. AID 1671193, 2021. HEK-293-SNCA-luc viability, GF-AFC fluorescence, 24 h. hit rate 0.12% among 150,000;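 note: potency is the fitted concentration of half-maximal effect; 0% = DMSO-treated cells and -100% = medium-only wells without cells; nearly all actives have a fitted effect of over 30% in size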
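Cytotoxicity counterscreen: after 24 h compound treatment of genome-edited SNCA-luciferase HEK-293 cells, live-cell protease substrate GF-AFC read by fluorescence after 30 min; activity scaled between DMSO (0%) and medium-only (-100%), curves Hill-fitted.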
* = called active by the depositor; i = inactive; u = inconclusive; x = no result given; & = joins results of further samples; [ ] = remark or other dose. Unless noted, calls come from the whole dose curve; as a rule, active = well fitted curve in the direction sought with a large enough effect; inconclusive = small, poorly fitted or top-dose-only effect, or another doubt; inactive = no such curve, though single readings can be large; an effect the other way counts as inactive or inconclusive. Unless noted, % is set by controls: 0 for no effect and ±100 for the full control effect. Only part of the results is shown (hit frequency here may not be typical).

mol | SNCA expr inh | IP6K1 inh | HEK293 viab | 3T3 cytotox | HEK cytotox | GPT2 inhibitor | FLuc inh
COCC(=O)Nc1ccc(-c2noc([C@@H]3CCCN3C)n2)cn1 | 28%[87.6 µM] | -16 | -3%[87.6 µM] | 1%[174 µM] | i | i | u
COc1ccc2oc(-c3ccc(C)c(NC(=O)c4sc5ccccc5c4Cl)c3)nc2c1 | -2% | -5 | -1% | x | x | x | x
CCN(Cc1noc(C)n1)C(=O)C1CCC(=O)N(Cc2cccc(F)c2)C1 (stereo unspecified) | 0% | 9 | 1% | -7% | -13% | 4% | -7%
CC(=O)N1CCN(C(=O)c2ccc3oc(-c4cccnc4C)nc3c2)CC1 | 7%[87.6 µM] | 13 | 17%[87.6 µM] | -9%[138 µM] | i | i | x
COc1ccc(OCCCCn2c(-c3ccc(Cl)cc3)nc3ccccc3c2=O)cc1 | 43%[activator] | -3 | 1% | x | x | x | x
COc1ccc(NC(=O)c2sc3nc4c(c(-c5ccc(OC)cc5)c3c2N)C(=O)CC(C)(C)C4)cc1 | -17% | 9 | 3% | x | x | x | x
O=C(c1ccc2[nH]ccc2c1)N1C[C@@H](CO)[C@H](c2nc(C3CC3)no2)C1 | -3% | -3 | 9% | -11% | -17% | u | -5%
O=C1CN(Cc2cccc(-c3cccs3)c2)CCN1c1ccc(Cl)nn1 | -23%&-17% | -15&-1 | -13%&-8% | u | u | 4% | 8%
C#CCN(C)C(=O)[C@@H]1CCCN1C1(C(=O)NC)CCCCC1 | -1%[87.6 µM] | 2 | 0%[87.6 µM] | 0%[138 µM] | -6%[172 µM] | -15%[88.5 µM] | 0%[172 µM]
CC1=C(C(=O)Nc2ccccc2)C(C(C)C)n2nc(SCc3ccccc3C)nc2N1 (stereo unspecified) | 14% | 13 | 10% | x | x | x | x
CCCNC(=O)N1CCC2(CC1)CC2c1noc(C)n1 (stereo unspecified) | 37%[activator] | 36 | 15% | -20% | -8% | i | x
Cc1cc2nc(CO[C@H]3CN(C)C[C@H]3F)[nH]c2cc1C | 121%[activator][87.6 µM] | -3 | 10%[87.6 µM] | -13%[174 µM] | -15%[230 µM] | 3%[88.5 µM] | -26%[230 µM]
CCC1Oc2ccc(NC(=O)c3ccc4c(c3)OCO4)cc2CN(Cc2ccccc2)C1=O (stereo unspecified) | 7% | -13 | 0% | -26% | 89µM* | 1% | -17%
COc1ccc(CCNC(=O)Cn2c(C)cc3nc4n(c(=O)c32)CCCCC4)cc1OC | 1% | -15 | -25% | u | -20% | i | -4%
N#Cc1ccccc1OCc1nnc(C(=O)N2CCC[C@@H]2c2nc3ccccc3[nH]2)n1-c1ccccc1 | -1% | 3 | -19% | u | -17% | 2% | -17%
CCc1cccc(NC(=O)C(Cc2ccccc2)NS(=O)(=O)c2ccc3c(c2)oc(=O)n3C)c1 (stereo unspecified) | -14% | 4 | -3% | x | x | x | x

Profiles, quoted from the list. Values in the order: SNCA expr inh, IP6K1 inh, HEK293 viab, 3T3 cytotox, HEK cytotox, GPT2 inhibitor, FLuc inh
Shown for `COc1ccc(CCNC(=O)Cn2c(C)cc3nc4n(c(=O)c32)CCCCC4)cc1OC` : 1%, -15, -25%, u, -20%, i, -4%
Shown for `CCc1cccc(NC(=O)C(Cc2ccccc2)NS(=O)(=O)c2ccc3c(c2)oc(=O)n3C)c1` (stereo unspecified) : -14%, 4, -3%, x, x, x, x
Shown for `C#CCN(C)C(=O)[C@@H]1CCCN1C1(C(=O)NC)CCCCC1` : -1%[87.6 µM], 2, 0%[87.6 µM], 0%[138 µM], -6%[172 µM], -15%[88.5 µM], 0%[172 µM]

Continuation:
mol | SNCA expr inh | IP6K1 inh | HEK293 viab | 3T3 cytotox | HEK cytotox | GPT2 inhibitor | FLuc inh
O=C(NCc1cccs1)[C@@H]1C[C@@H](O)[C@H](O)[C@@H]2NC(=S)N(c3ccc(OC(F)(F)F)cc3)[C@@H]21 | -14% | -3 | -1% | u | u | 4% | 45µM*
CO[C@H]1C(=O)N(C(C)C)[C@H]1C1CCN(C(=O)c2ccco2)CC1 | -20% | 19 | 0% | 0% | 1% | 3% | 7%
C=C1C(=O)O[C@@H]2/C=C(\CO)CC/C=C(/C=O)C[C@@H](O)[C@@H]12 | x | 4 | u | x | x | i | x
O=C(c1c[nH]c2ccccc12)N1CCC2(CC1)CN(c1ccncn1)CC2CO (stereo unspecified) | 28% | 12 | 4%[12.5 µM] | -9% | -3% | i | -2%
COc1ccc(-c2cn3c(n2)CO[C@@H](CNCc2nccn2C)C3)cc1 | 45%[activator][87.6 µM] | -6 | -1%[87.6 µM] | -8%[174 µM] | -7%[172 µM] | -5%[88.5 µM] | u
CCOC(=O)c1ccc(NC(=O)Nc2cccc(OCc3cc(=O)n4ccc(C)cc4n3)c2)cc1 | 1% | -1 | 0% | x | x | x | x
COc1ccc(CNC(=O)Cn2c(=O)ccc3cc(S(=O)(=O)N4CCCC4)ccc32)cc1 | -9% | -15 | -6% | x | x | x | x
COc1cccc(Cc2nc(-c3nnn4c3COC(c3ccc(Cl)cc3)C4)no2)c1 (stereo unspecified) | -8% | 0 | -7% | -6% | -4% | i | 2%
Cn1nc(-c2ccc(C(F)(F)F)cc2)nc2c(=O)n(C)c(=O)nc1-2 | x | -41* | u | x | x | u | x
O=c1cc(CN2CCN(S(=O)(=O)c3ccc(Cl)cc3)CC2)nc2sc(-c3ccccc3F)nn12 | 7% | -6 | 0% | x | x | x | x
CN1CC2(CCN(Cc3cccs3)CC2)CC(c2ccccc2)C1=O (stereo unspecified) | -2% | -3 | -2% | -5% | u | i[11.5 µM] | -1%
O=C(CN1C(=O)NC(c2ccccc2Cl)C2=C1COC2=O)Nc1cc(F)cc(F)c1 (stereo unspecified) | -13% | -1 | -23% | u | u | 5% | u
COc1ccc(CCNC(=O)c2ccc3nnc(CC4CC4)n3c2)cc1 | 6% | 8 | -3% | u | -1% | 1% | x
COc1ccc(CC(=O)N2CC[C@@H](CC(=O)O)[C@@H](CCN(C)CCN(C)C)C2)cc1 | 7%[87.6 µM] | 7 | 1%[87.6 µM] | i | 1%[172 µM] | -6%[88.5 µM] | 8%[172 µM]
CCn1nccc1C(=O)N1CCC(N2C(=O)C(OC)C23CCOCC3)CC1 (stereo unspecified) | 6% | -8 | -1% | 2% | 4% | -6% | 0%
NCC(=O)N1CCC2(CC1)CN(C(=O)Cc1ccc(Cl)cc1)CCO2 | 6% | 2 | -7% | i | -2% | i | x
COc1ccc(OC)c(CN2C[C@H]3[C@H](C2)[S+](=O)([O-])C(C)(C)C(=O)N3CC2CCOCC2)c1 | -19% | 7 | 3% | u | i | i | -5%
CC(=O)N1CCc2nc(-c3ccc(Cl)cc3)nc(-c3ccccc3)c2C1 | 15% | -5 | 12% | u | u | -5% | -7%
Cn1nc(C2CC2)n(C2CCN(C(=O)CC3CCCC3)CC2)c1=O | 19% | 16 | 0% | -16% | i | i | x
O=[S+]1([O-])NCC2(CCCN(Cc3ccccc3)C2)Nc2ccccc21 (stereo unspecified) | -9% | 3 | 10% | -29% | u | -7% | -1%
Cc1ccc2sc(N3CCN(C(=O)CCS(=O)(=O)c4ccc(F)cc4)CC3)nc2c1C | -7% | -11 | 0% | x | x | x | x
Cc1ccc(CN2CCc3nc(C(=O)NCc4ccccc4)oc3CC2)o1 | 13%[87.6 µM] | 3 | 0%[87.6 µM] | u | -16%[172 µM] | -3%[88.5 µM] | -7%[172 µM]
CCOC(=O)C1CCCN(c2nc3c(S(=O)(=O)c4ccc(CC)cc4)nnn3c3ccsc23)C1 (stereo unspecified) | 18% | -13 | -5% | x | x | x | x
CCN(CC)c1ccc(CN(C(=O)c2cc(=O)c3ccccc3o2)C2CCS(=O)(=O)C2)cc1 (stereo unspecified) | -11% | -2 | 11% | x | x | x | x
O=C(CCc1nc(C2CCCN2C(=O)CC2CCCC2)no1)NCc1ccccc1 (stereo unspecified) | 14% | 18 | 4% | i | 12% | i | 4%
CCCCN(CC)CCNC(=O)c1cc2c(-c3ccc(Cl)cc3)nn(C)c2s1 | u | -13 | u | x | x | x | x
COCCn1nc2n(c1=O)CCN(C(=O)Cc1c[nH]c3ccccc13)CC2 | 10% | -6 | 3% | 4% | 4% | i | 2%
O=C(CCSc1nc(-c2ccco2)cc(C(F)(F)F)n1)Nc1cccc(O)c1 | -26% | -17 | u | x | x | x | x
COc1cccc(CN2CC[C@H](c3nc4ccccc4s3)C2)c1 | 112%[activator][87.6 µM] | -2 | 0%[87.6 µM] | u | 100µM* | i | 25µM*
CCC1c2nccn2CCCN1C(=O)COc1ccc(Cl)cc1C (stereo unspecified) | -7% | 1 | 0% | -16% | u | 5% | -7%
CCc1nnc(CN2CC[C@@H]3[C@@H](CCC(=O)N3CCc3ccccc3)C2)o1 | 3% | -22 | 12% | u | i | -7%[11.5 µM] | 6%
Cc1ccc(-n2nc3c(N4CCC(C(=O)NC(C)c5ccccc5)CC4)nnc(C)c3c2C)cc1 (stereo unspecified) | 12% | -4 | 3% | x | x | x | x
Cc1oc(-c2ccccc2)nc1CN1CCCC(C(=O)N2CCC(c3nc(C(=O)N4CCCC4)c(C)o3)CC2)C1 (stereo unspecified) | u | 17 | -22% | u | u | -13% | x
O=C1CC2(CCCC2)CC(=O)N1CCCCN1CCN(c2ncccn2)CC1 | 3% | -3 | 2% | x | x | 1% | x
Cc1nn(C(=O)CCCC(=O)N2CCC(Cc3nncn3C(C)C)CC2)c2ccccc12 | -7% | 17 | -5% | -12% | -21% | -6% | 4%
Cc1cccc(-n2ncc3c(Nc4ccc(Oc5ccc(Cl)cc5)cc4)ncnc32)c1 | u | 20 | -18% | x | x | x | x
Cc1ccc(-n2nc(C)c3c(C)cc(=O)n(CC(=O)NCc4ccc(OC(C)C)cc4)c32)cc1 | u | -11 | -7% | x | x | x | x
COC(=O)CNC(=O)c1nc2sccn2c1-c1cccc(C(F)(F)F)c1 | -14%[87.6 µM] | 7 | 4%[87.6 µM] | u | -7%[172 µM] | -1%[88.5 µM] | x
CC(c1ccc2c(c1)OCCO2)N(C)C(=O)c1ccc2nccn2c1 (stereo unspecified) | 4% | 33 | -28% | u | u | i | -1%
Cc1ccc(C)c(NC(=O)C2CCCN2S(=O)(=O)c2ccc3c(c2)n(C)c(=O)c(=O)n3C)c1 (stereo unspecified) | -2% | 53 | 20% | x | x | x | x
NC(N)=Nc1nc(CSCCC(N)=NS(N)(=O)=O)cs1 | 12% | x | 1% | x | x | -2% | x
COc1cccc(NS(=O)(=O)c2ccc3c(c2)N(C)C(=O)CC(=O)N3C)c1 | 12% | 3 | -15% | x | x | x | x

Bioassay records: PubChem, National Center for Advancing Translational Sciences (NCATS)
